TRPV1 ag – agonists of human vanilloid receptor 1 (TRPV1); Q8NER1; TRPV1-expressing cells, Fluo-8 calcium influx, agonist mode; activation, % at 8.33 µM; 320,000 compounds, 0.19% hits; in the data active = activation above about 80%; inconclusive = between about 30% and that limit; also: 0% is about no effect
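TRPV1-expressing cells were cultured overnight at 35.5C and loaded with Fluo-8 calcium dye for 40 to 90 min at room temperature. After a 10 s baseline, compound was added and calcium influx was read kinetically for 3 min (ex 480/em 520 nm).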
Giardia killer – Giardia lamblia killing; Giardia lamblia trophozoite viability; activity change, % at 7.66 µM, hits read low; 340,000 compounds, 0.15% hits; in the data active = activity change below about -80%; inconclusive = between about -30% and that limit;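 also: parasites exposed to compound for two days anaerobically before the ATP read; % is scaled to controls: 0 for no effect and ±100 for the full control effect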
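Trophozoite viability was measured as ATP-dependent luminescence, read 15-30 min after reagent addition. Before that, parasites at 100 cells/well were exposed to compounds for 48 h, anaerobically, at 37 deg C.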
PKM2 act – increases activity of human pyruvate kinase M2; P14618; purified PKM2, Kinase-Glo ATP luminescence, activation; response scale: 0% is enzyme alone, no compound; Potency, µM (titrated, usually from 57.5 µM), for inactives: top-dose activation, usual class: activators; 260,000 compounds, 0.34% hits; AID 1631; also: potency is read from the fitted curve at half-maximal effect; % is scaled to controls: 0 for no effect and ±100 for the full control effect; nearly all actives have a fitted effect of over 55% in size
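ATP formation by purified human PK-M2, quantified via coupled luciferase luminescence after 1 h at room temperature with 0.1 mM ADP and 0.5 mM PEP final.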
USP2a block – blocks human ubiquitin-specific protease USP2a; O75604; USP2 core, Ub-CHOP2 coupled fluorogenic reporter, 485/531; Potency, µM (series often up to 38.3 µM), without a hit: at the top dose activity change, negative = inhibition, actives largely listed as inhibitors; 330,000 compounds, 0.01% hits;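 also: potency is read from the fitted curve at half-maximal effect; plate controls were DMSO wells for no effect and full inhibition by NEM control for full effect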
Target sequence (O75604 whole entry, looked up): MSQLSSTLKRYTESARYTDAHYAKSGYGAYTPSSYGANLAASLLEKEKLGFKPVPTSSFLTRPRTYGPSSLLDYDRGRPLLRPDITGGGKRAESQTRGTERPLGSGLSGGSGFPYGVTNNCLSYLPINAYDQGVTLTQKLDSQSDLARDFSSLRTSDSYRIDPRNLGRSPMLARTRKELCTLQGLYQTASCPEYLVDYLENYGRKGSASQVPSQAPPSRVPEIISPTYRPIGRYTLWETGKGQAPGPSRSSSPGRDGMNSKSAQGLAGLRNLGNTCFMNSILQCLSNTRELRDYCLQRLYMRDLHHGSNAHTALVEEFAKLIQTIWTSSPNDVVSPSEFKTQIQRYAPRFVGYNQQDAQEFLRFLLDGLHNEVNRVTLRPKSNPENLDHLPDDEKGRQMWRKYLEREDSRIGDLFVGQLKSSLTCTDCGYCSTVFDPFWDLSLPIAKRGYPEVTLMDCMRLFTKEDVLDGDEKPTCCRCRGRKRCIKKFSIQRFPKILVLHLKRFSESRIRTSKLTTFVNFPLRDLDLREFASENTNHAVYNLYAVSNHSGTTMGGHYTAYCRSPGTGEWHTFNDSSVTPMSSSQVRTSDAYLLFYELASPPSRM
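Deubiquitinase activity read as fluorescence (485/531 nm) after Ub-CHOP2 cleavage activates the enterokinase reporter on its substrate; USP2 core 10nM, Ub-CHOP2 and substrate 25nM each, 30min compound preincubation then 60min RT; data normalized to NEM, curves fitted.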
FBPA coupling cs – coupling enzyme interference in Giardia aldolase counter-screen; coupling enzyme system counterscreen, AmpLite Red fluorescence; activity change, negative = inhibition, % at 58.2 µM, hits read low; 290,000 compounds, 0.67% hits; in the data active = activity change below about -30%; also: % is scaled to controls: 0 for no effect and ±100 for the full control effect
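Compounds tested against the coupling enzymes alone at 57.5 uM final; readout was AmpLite Red fluorescence (525/598 nm) after 20 min at RT.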
GALK inhibitor – inhibitors of human galactokinase; P51570; 270,000 compounds, 0.007% hits; AID 1868; Purified GALK, Kinase-Glo residual ATP luminescence; Potency, µM (titrated, usually from 57.5 µM), for inactives: top-dose activity change, negative = inhibition, most hits filed as inhibitors; also: potency is read from the fitted curve at half-maximal effect; % is scaled to controls: 0 for no effect and ±100 for the full control effect
Target sequence (P51570 whole entry, looked up): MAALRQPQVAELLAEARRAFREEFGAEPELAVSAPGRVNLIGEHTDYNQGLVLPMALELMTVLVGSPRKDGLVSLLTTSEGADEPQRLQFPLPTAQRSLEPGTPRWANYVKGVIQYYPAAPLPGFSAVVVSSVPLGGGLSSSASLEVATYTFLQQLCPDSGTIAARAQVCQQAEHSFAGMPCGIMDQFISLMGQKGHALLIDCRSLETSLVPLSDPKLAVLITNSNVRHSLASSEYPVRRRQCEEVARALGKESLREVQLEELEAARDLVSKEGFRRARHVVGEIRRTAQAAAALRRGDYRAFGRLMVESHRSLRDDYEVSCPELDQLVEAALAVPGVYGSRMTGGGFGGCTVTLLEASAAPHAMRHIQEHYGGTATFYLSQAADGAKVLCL
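Kinase-Glo Plus luminescence measured ATP left after a 1 h room-temperature reaction. The reaction used 5 nM GALK, 100 uM galactose and 35 uM ATP at pH 8.0 (20 mM HEPES, 5 mM MgCl2, 60 mM NaCl, 1 mM DTT, 0.01% BSA).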
Menin-MLL TR inh – menin-MLL binding inhibition, Texas Red mutant peptide; 270,000 compounds, 0.23% hits; Menin + Texas Red MLL mutant peptide, fluorescence polarization; Potency, µM (top dose mostly 61.6 µM), inactives show top-dose FP activity change, negative = inhibition, usual class: inhibitors; O00255; active = well fitted inhibition curve with a large enough effect in the polarisation, with a control signal flat, not every such curve was filed as active; inconclusive = small, poorly fitted or top-dose-only effect, or effect the other way, or a change in a side signal; inactive = no such curve, though single readings can be large or run the other way; the % refers to the polarisation; also: potency is read from the fitted curve at half-maximal effect; % of control where 0% means no effect; many of its hits are not listed in these tables
hERG WT inh – KCNH2 (human, wildtype) channel inhibition; Q12809; U2OS, BacMam KCNH2, thallium flux FluxOr; stronger effect = lower value; activity change, % at 1.84 µM; 340,000 compounds, 0.37% hits; AID 720551;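 active = maximum activity change below -70%; inconclusive = maximum activity change between -70% and -50%; inactive = maximum activity change above -50%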; also: % is scaled to controls: 0 for no effect and ±100 for the full control effect
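U2OS cells transduced with wild-type KCNH2 virus are loaded with FluxOr dye for 45 min, and thallium flux is measured in kinetic reads before and after stimulation buffer. Rate constants are normalized to DMSO controls.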
CXXC DNA block – inhibitors of human MLL CXXC domain-DNA interaction; Q03164; Potency, µM (titrated, usually from 115 µM), without a hit: at the highest dose activity change, negative = inhibition, usual class: inhibitors; MLL-CXXC / FITC-HOXA9 DNA fluorescence polarization; 290,000 compounds, 0.037% hits; AID 2662; active = well fitted inhibition curve with a large enough effect in the polarisation, with a control signal flat, not every such curve was filed as active; inconclusive = small, poorly fitted or top-dose-only effect, or effect the other way, or a change in a side signal; inactive = no such curve, though single readings can be large or run the other way; the % refers to the polarisation; also: potency is read from the fitted curve at half-maximal effect
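Purified MLL-CXXC (added from a 7 uM solution) was preincubated 5 min at ambient with pinned compounds in 50 mM Tris-HCl pH 7.5, 50 mM NaCl, 1 mM DTT, 0.05% BSA. Fluorescein-labeled HOX-A9 DNA (50 nM solution) followed, 30 min, then polarization read.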
KCNH2 3.1 inh – inhibitors of human KCNH2 3.1 potassium channel isoform; 340,000 compounds, 0.95% hits; activity change, % (tested at about 1.8 µM); U2OS KCNH2 3.1, thallium flux FluxOr; stronger effect = lower value;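 active = maximum activity change below -70%; inconclusive = maximum activity change from -70% to -50%; inactive = maximum activity change above -50%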;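 also: thallium influx rate constant from kinetic fluorescence after stimulation buffer; % is scaled to controls: 0 for no effect and ±100 for the full control effect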
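Steps: virus added to U2OS suspension (4 h, RT, dark); medium with 10% FBS added, cells plated, 37 C overnight; FluxOr/Red40 loading buffer 45 min RT; stimulation buffer, 2 min kinetic read; rate constant normalized.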
B2AR arrestin – beta2AR (human) beta-arrestin recruitment activity | beta-arrestin recruitment to beta2AR, cell-based reporter | Potency, µM (top dose mostly 46.1 µM), for inactives: top-dose activation, usual class: activators | 330,000 compounds, 0.02% hits | AID 492947;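 also: potency is read from the fitted curve at half-maximal effect; 0% = DMSO controls and full agonism = EC100 isoproterenol or metaproterenol; nearly all actives have a fitted effect of over 65% in size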
Starred values were filed as active, the others as inactive; ? = inconclusive; . = no result given; & = joins results of further samples. Unless noted, calls follow the shape of the dose curve; as a rule, active = well fitted curve in the direction sought with a large enough effect; inconclusive = small, poorly fitted or top-dose-only effect, or another doubt; inactive = no such curve, though single readings can be large; an effect the other way counts as inactive or inconclusive.

SMILES | TRPV1 ag | Giardia killer | PKM2 act | USP2a block | FBPA coupling cs | GALK inhibitor | Menin-MLL TR inh | hERG WT inh | CXXC DNA block | KCNH2 3.1 inh | B2AR arrestin
O=C(Cc1nc2ccccc2s1)c1ccc(O)cc1O | -2 | . | 5% | -9% | 7 | 0% | 21% | . | -5% | . | -0.1%
Nc1c(C(=O)CSc2nnc(COc3ccc(Cl)cc3)o2)c(=O)[nH]c(=O)n1C1CC1 | 1 | 15 | . | 2% | . | . | . | -7 | . | -1 | -0.4%
COc1ccc(-c2cnc3nc(/N=C/N(C)C)nn3c2/N=C/N(C)C)cc1 | -3 | -26 | 0% | 5% | -1 | 6% | 8% | -2 | 1% | 10 | -0.3%
O=C(CN1C(=O)CCS(=O)(=O)c2ccccc21)Nc1ccccc1F | 1 | -3 | . | 1% | 2 | -1% | ? | 5 | 3% | 7 | -0.3%
CCCCCc1cc(=O)oc2c(C(CCN3CCN(c4ccccc4)CC3)c3ccc4c(c3)OCO4)c(OC)cc(OC)c12 (stereo not given) | -1 | -6 | -4% | 2% | 0 | -2% | . | . | 1% | . | -0.5%
Brc1ccc(CN2CCN(c3ccccc3)CC2)o1 | 0 | 3 | 1% | -1% | 0 | -8% | -16% | 15 | 6% | 6 | 0.4%
CCCCCCSc1ccc([C@H]2N[C@@](Cc3ccccc3)(C(=O)OC)[C@H]3C(=O)N(C)C(=O)[C@@H]23)cc1OC | 5 | 6 | . | 0% | . | . | . | 11 | . | -24 | -0.7%
COCCNC(=O)CSc1nc2cc(OC)c(OC)cc2c(=O)n1Cc1ccc(OC)cc1 | 0 | 5 | -6% | 1% | 0 | 0% | -5% | 3 | -1% | 1 | -1.0%
CC(=O)Nc1cccc(NC(=O)c2c(-c3ccccc3Cl)noc2C)c1 | 2 | 0 | 11% | 4% | 0 | -5% | -1% | -6 | 1% | 6 | 0.2%
c1ccc2c(c1)nc(CN1CCOCC1)n1c3ccccc3nc21 | 18 | 12 | -1% | . | -1 | -2% | -3% | -1 | -5% | 10 | .
COc1ccccc1N(CC(O)CN1CCOCC1)S(=O)(=O)c1ccccc1 (stereo not given) | -1 | 8 | 3% | -1% | 0 | -1% | 1% | -7 | 22% | -14 | -0.6%
COc1ccc(N(CC(=O)Nc2ccccc2Cl)S(=O)(=O)c2ccc(C)cc2)cc1OC | -1 | -9 | -1% | 0% | -4 | -2% | 24% | -10 | 12% | 9 | -0.8%
Cc1cc2cc(CNC(=O)c3cccs3)ccc2n1C | 27 | 4 | 8% | -1% | -20 | . | ? | . | 4% | 17 | -0.4%
Cc1cc2cc(C)c3nnc(SCC(=O)NCc4ccco4)n3c2cc1C | 3 | -8 | 2% | 2% | -1 | -1% | -11% | 12 | -3% | 5 | -0.1%
COc1cc(NC(=O)c2nccnc2N)cc(C(=O)Nc2cccc(C(F)(F)F)c2)c1 | 1 | 3 | -2% | -7% | 1 | 3% | . | -3&3 | -1% | -24&4 | -0.6%
CCC(=O)Oc1cccc(C(=O)Nc2cccc(NC(=O)c3ccco3)c2)c1 | -2 | -8 | . | 0% | 1 | 1% | -4% | 5 | 20% | -7 | 0.2%
Cc1ccc(C(=O)N2CC(=O)Nc3ccc(F)cc3C2c2ccccc2)cc1 (stereo not given) | ? | 18 | . | 0% | 0 | 2% | ? | -10 | 5% | 9 | -0.2%
O=c1[nH]c(SCc2ccc(Cl)cc2)nc2ccsc12 | -5 | -20 | 8% | 1% | 0 | 0% | 16% | 8 | -3% | -4 | -0.1%
O=C(CN(Cc1ccco1)C(=O)c1ccc(F)cc1F)Nc1ccccc1C(F)(F)F | 13 | -29 | . | -4% | . | . | . | 1 | . | 10 | -0.7%
CC1CN(C(=O)C2CC(=O)N(c3ccc(Cl)cc3)C2)CC(C)O1 (stereo not given) | 1 | 7 | . | 0% | 0 | 4% | . | 4 | -4% | -5 | -1.2%
C/C(=N\Nc1nc2ccc(Cl)cc2o1)c1ccccc1 | 21 | ? | 2% | 0% | -10 | -3% | . | -2 | -21% | -13 | 0.3%
COc1ccc(NC(=O)CN(C)C(=O)C2CC(=O)N(Cc3ccc(C)cc3)C2)cc1 (stereo not given) | -1 | -2 | . | 3% | . | . | . | 7 | . | 5 | 0.0%
CC(C)c1ccc(C(=O)NCCCNC(=O)c2cnccn2)cc1 | 3 | ? | 1% | 1% | -4 | 13% | 21% | 10 | 3% | -4 | -0.2%
Cc1ccc(OCC(=O)NNC(=O)C2CCC2)cc1C | 2 | -1 | . | 2% | . | . | . | -3 | . | 1 | 0.0%
CCOC(=O)c1cnc2ccc(OCC)cc2c1N1CCN(c2ccccc2OC)CC1 | ? | 12 | -5% | -2% | 2 | 3% | -6% | -13 | -14% | -19 | -0.1%

Complete entries as entered above. Order of screens: TRPV1 ag | Giardia killer | PKM2 act | USP2a block | FBPA coupling cs | GALK inhibitor | Menin-MLL TR inh | hERG WT inh | CXXC DNA block | KCNH2 3.1 inh | B2AR arrestin
CCCCCCSc1ccc([C@H]2N[C@@](Cc3ccccc3)(C(=O)OC)[C@H]3C(=O)N(C)C(=O)[C@@H]23)cc1OC is listed as 5 | 6 | . | 0% | . | . | . | 11 | . | -24 | -0.7%
CCOC(=O)c1cnc2ccc(OCC)cc2c1N1CCN(c2ccccc2OC)CC1 is listed as ? | 12 | -5% | -2% | 2 | 3% | -6% | -13 | -14% | -19 | -0.1%
O=C(Cc1nc2ccccc2s1)c1ccc(O)cc1O is listed as -2 | . | 5% | -9% | 7 | 0% | 21% | . | -5% | . | -0.1%

Not a retest: 2 of the compounds above.
SMILES | TRPV1 ag | Giardia killer | PKM2 act | USP2a block | FBPA coupling cs | GALK inhibitor | Menin-MLL TR inh | hERG WT inh | CXXC DNA block | KCNH2 3.1 inh | B2AR arrestin
O=C(Cc1nc2ccccc2s1)c1ccc(O)cc1O | -2 | . | 5% | -9% | 7 | 0% | 21% | . | -5% | . | -0.1%
Nc1c(C(=O)CSc2nnc(COc3ccc(Cl)cc3)o2)c(=O)[nH]c(=O)n1C1CC1 | 1 | 15 | . | 2% | . | . | . | -7 | . | -1 | -0.4%

Later entries.
SMILES | TRPV1 ag | Giardia killer | PKM2 act | USP2a block | FBPA coupling cs | GALK inhibitor | Menin-MLL TR inh | hERG WT inh | CXXC DNA block | KCNH2 3.1 inh | B2AR arrestin
CC1(C2CC2)NC(=O)N(CC(=O)Nc2ccccc2-c2ccccc2)C1=O (stereo not given) | 1 | -3 | 3% | 0% | 3 | 0% | -9% | -2 | 0% | 10 | 0.0%
CCCc1c(C)c(C#N)c2nc3ccccc3n2c1NCCCN1CCOCC1 | 4 | -6 | 3% | 3% | 4 | 0% | -19% | 1 | 12% | 6 | -0.3%
COc1ccccc1N1CCN(C(=O)c2cc(S(=O)(=O)N3CCOCC3)ccc2C)CC1 | 2 | 17 | . | -1% | . | . | . | -18 | . | -9 | -2.4%
CCOC(=O)CN(C(=O)CSc1nnnn1C)c1ccccc1 | . | -10 | . | 0% | . | . | . | 1 | . | 12 | -0.1%
CC1(C)Cc2cccc(OCC(=O)N3CCN(c4ccccc4)CC3)c2O1 | 12 | 8 | -2% | 0% | 0 | 0% | 1% | 1 | 15% | 4 | 0.4%
COc1cccc(SCC2CSc3nc4ccccc4c(=O)n32)c1 (stereo not given) | 2 | 17 | 0% | -3% | -2 | 6% | 1% | 1 | -14% | 5 | -0.3%
C=CCC1CCCCC12NC(=O)N(c1ccccc1)N2 (stereo not given) | 11 | -5 | -10% | 0% | 3 | -1% | . | 1 | -10% | 2 | -0.2%
O=C(COC(=O)c1cccnc1)c1ccc(Cl)c(Cl)c1 | 8 | -10 | -3% | 3% | 1 | -11% | 13% | 5 | 1% | -1 | -1.5%
c1ccc(-n2nnnc2NC2CCCCC2)cc1 | 0 | 9 | 0% | 0% | 1 | 1% | 3% | -10 | 15% | 7 | 0.3%
COc1ccc(NC(=O)CN2CCC(C(N)=O)CC2)cc1 | 0 | 23 | -5% | 6% | 1 | -2% | -4% | -8 | -15% | -2 | 0.1%
CC(=O)c1ccc(NC(=O)CCc2nc3sc4c(c3c(=O)[nH]2)CCCC4)cc1 | 21 | -21 | . | -3% | . | . | . | 6 | . | -2 | 3.0%
CN(C)S(=O)(=O)c1cccc(NC(=O)c2ccc(S(=O)(=O)N3CCCC3)cc2)c1 | 3 | 3 | . | -1% | . | . | . | -8 | . | 10 | 0.0%
O=C(Nc1cccc2ccccc12)/C(=C/c1cccc([N+](=O)[O-])c1)NC(=O)c1cccs1 | -2 | -9 | -3% | -8% | -1 | 0% | -17% | -15 | -1% | -89* | 2.4%
O=C(Cc1cn2ccsc2n1)Nc1cccc2cnccc12 | -1 | -6 | 0% | 2% | 0 | 10% | -5% | -7 | -1% | 6 | -1.1%

An excerpt (hit frequency here may not be typical).
